# PKA-R1A act: activates the PKA-R1A holoenzyme complex. AID 504707. 340,000 compounds, 0.083% hits. P00514+P68181. PKA-R1A dissociation, Cy5-IP20 fluorescence polarization; scaled: DMSO 0%, 113 µM cGMP 100%. activation, % at 11.4 µM;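 active = percent activation above the mean of all tested compounds plus 3 SD, cut at about 19% in these data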;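 also: higher means more PKAc released from R1A so a rise in polarization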
# phage Ecoli inh: E. coli growth loss with phage present | growth absorbance | inhibition, % at 11.9 µM | 360,000 compounds, 0.26% hits | AID 651602; in the data active = inhibition above about 11%
# HTR5A inv ctr: HTR5A inverse agonism, opioid heterodimer counter-screen | HTR5A cell line, luminescence | inhibition, % at 9.3 µM | 340,000 compounds, 0.083% hits | AID 504634; in the data active = inhibition mostly above about 23%, no sharp cut-off; inactive = mostly below about 18%;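 also: 0% = cells with DMSO and 100% = no-cell wells with DMSO; some compounds called inactive have numbers as strong as hits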
# Target sequence (P47898 whole entry, looked up): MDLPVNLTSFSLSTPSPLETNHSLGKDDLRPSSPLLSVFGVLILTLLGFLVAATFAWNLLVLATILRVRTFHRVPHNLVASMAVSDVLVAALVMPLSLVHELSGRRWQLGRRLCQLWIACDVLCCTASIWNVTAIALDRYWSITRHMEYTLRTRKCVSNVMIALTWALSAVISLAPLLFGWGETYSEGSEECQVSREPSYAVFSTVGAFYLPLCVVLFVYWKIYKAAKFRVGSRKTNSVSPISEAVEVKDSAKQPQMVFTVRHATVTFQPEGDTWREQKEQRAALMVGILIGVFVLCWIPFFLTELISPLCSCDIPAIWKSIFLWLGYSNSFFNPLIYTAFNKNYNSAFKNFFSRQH
# AddAB inh: less growth of phage-infected E. coli with AddAB; 330,000 compounds, 0.29% hits; E. coli expressing H. pylori AddAB, absorbance growth; inhibition, % at 11.9 µM; AID 435030; in the data active = inhibition above about 12%;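 also: 0% = vehicle wells of infected cells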
# Tat transport: inhibitors of E. coli Tat protein transport; E. coli MC4100 TorA-mCherry Tat export, fluorescence; inhibition, % at 10 µM; 340,000 compounds, 0.036% hits; AID 488895;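 active = mean replicate inhibition at least 50% and at least half of replicates individually reaching 50%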;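 also: exported cargo escapes ClpAP degradation while cytoplasmic cargo is degraded and loses fluorescence; 0% = median of neutral control wells and 100% = median of NaSCN control wells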
# SUMO Mot1 rescue: SUMOylation pathway inhibition by Mot1-301 growth rescue; growth rescue, % at 18.8 µM; S. cerevisiae Mot1-301 growth rescue, ATP luminescence, 38.5C; percent above DMSO median, 100 means doubled; AID 2716; 320,000 compounds, 1% hits;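 active = every valid replicate shows activation above 250% relative to neutral control wells; inactive = the rest, any valid replicate at or below 250%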;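 also: OY570 slx delta 5 strain wells were the positive control but not used for scaling; some compounds called inactive have numbers as strong as hits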
# Ecoli viability: reduces bacterial viability in AddAB counter-screen | E. coli V3065 growth, OD600 absorbance, 18 h | inhibition, % at 11.9 µM | 330,000 compounds, 0.27% hits;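 active = inhibition above the campaign's mean inhibition across all tested compounds plus 3 SD, cut at about 9.9% in these data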;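 also: uninfected addAB+ strain grown without phage in ampicillin broth; 0% = DMSO wells and 100% = ciprofloxacin 0.95 µg/ml wells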
# PKA-R2B act: activators of human PKA-R2B complex; P22694+P31323; PKA-R2B holoenzyme dissociation, Cy5-IP20 fluorescence polarization; R2B truncated from residue 108, S112A mutant; 0% DMSO only, 100% 113 µM cGMP; activation, % at 11.4 µM; 340,000 compounds, 0.079% hits;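 active = activation above a cutoff set at the mean over all compounds plus 3 SD, cut at about 18% in these data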;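 also: higher means more holoenzyme dissociation and a rise in polarization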
# Target sequence (P31323 whole entry, looked up, other chains not shown, the tested form may be a part): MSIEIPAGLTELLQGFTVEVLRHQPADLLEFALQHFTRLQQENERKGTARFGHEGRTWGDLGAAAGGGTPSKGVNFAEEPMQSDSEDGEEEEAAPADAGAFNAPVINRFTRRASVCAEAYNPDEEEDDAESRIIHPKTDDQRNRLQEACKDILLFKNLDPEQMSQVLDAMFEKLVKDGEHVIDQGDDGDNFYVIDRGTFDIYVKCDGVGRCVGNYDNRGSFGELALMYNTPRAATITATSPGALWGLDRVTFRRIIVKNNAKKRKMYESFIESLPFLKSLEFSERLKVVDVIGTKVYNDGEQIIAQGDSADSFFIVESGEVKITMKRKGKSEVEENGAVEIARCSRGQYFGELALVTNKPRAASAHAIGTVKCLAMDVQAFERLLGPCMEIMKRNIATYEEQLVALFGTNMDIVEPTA
# OPRM1-OPRD1 ag: agonists of human mu-delta opioid receptor heterodimerization. AID 504326. cells, OPRM1-OPRD1 heterodimerization, luminescence. P35372+P41143. 340,000 compounds, 0.3% hits. activation, % at 9.3 µM; in the data active = activation above about 18%;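 also: 0% = vehicle-treated cells and 100% = reference agonist; values of inactives mirror those of a sister screen read the other way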
# OPRM1-OPRD1 inv: inverse agonist of human OPRM1-OPRD1 heterodimerization; cell-based MOR-DOR heterodimer luminescence, inverse agonism; 340,000 compounds, 0.21% hits; inhibition, % at 9.3 µM; in the data active = inhibition above about 22%, passing the limit was not always enough;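 also: 0% = cells with DMSO and 100% = wells without cells with DMSO; values of inactives mirror those of a sister screen read the other way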
# PfHsp90 set2: reduces growth (ATP signal) of yeast expressing P. falciparum Hsp90. S. cerevisiae expressing PfHsp90, BacTiter-Glo ATP, 48 h; yeast lacking PDR1 and PDR3 efflux regulators. inhibition, % at 9.4 µM. 310,000 compounds, 0.32% hits;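 active = every replicate shows inhibition above about 80%, whatever the replicate mean, limit read from the data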;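 also: 0% = DMSO neutral controls and 100% = 20 µM radicicol positive controls; yeast relying on Plasmodium falciparum Hsp90 in place of its own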
# * = called active by the depositor; . = not tested or not shown.
SMILES,PKA-R1A act,phage Ecoli inh,HTR5A inv ctr,AddAB inh,Tat transport,SUMO Mot1 rescue,Ecoli viability,PKA-R2B act,OPRM1-OPRD1 ag,OPRM1-OPRD1 inv,PfHsp90 set2
O=C(CNC(=S)N(Cc1ccc(F)cc1)C1CCCCC1)NCCN1CCOCC1,0,-1.5,9,0.7,6,294,0.2,9,-1.6,7,-4
COc1ccccc1NC(=O)Nc1ccccc1N1CCOCC1,2,4.7,14,5.5,-1,-13,0.1,-4,-1.8,10,-4
COc1cc([N+](=O)[O-])cc(/C=N/NC(=O)c2cccnc2)c1O,-4,0.0,7,-1.7,8,2,-2.0,-5,-4.2,21,-32
Cc1noc(NS(=O)(=O)c2ccc(NC(=O)C(Cl)(Cl)Cl)cc2)c1C,-2,1.0,20,0.3,3,17,3.2,-6,0.0,0,11
COc1cccc(N2CCN(c3ccc4nnc(CCC(=O)Nc5cc(C)ccn5)n4n3)CC2)c1,-10,2.5,16,3.9,-1,-18,1.4,-2,-1.9,10,-16
CC(C(=O)N(C)C1CCCCC1)N1CCC(C(N)=O)CC1 (centres undefined),-8,2.2,2,5.5,-5,-17,2.3,13,1.3,-10,0
COC(=O)CSc1nnc(Cc2cc(=O)[nH]c(=O)[nH]2)n1-c1cccc(OC)c1,-8,3.2,0,2.5,3,-6,-1.9,-2,-0.7,4,-41
COc1ccc(NC(=O)COc2nsnc2N2CCOCC2)cc1,3,4.5,-5,1.8,-5,380,-1.6,4,-2.0,10,-12
CCN1CCN(CCOc2cccc(Oc3ccccc3)c2)CC1,-13,-0.3,0,2.2,-5,30,1.6,1,-2.6,13,6
Cc1cccc(-n2nnc3cnn(C)c3c2=O)c1,-2,1.2,-16,3.8,-4,-13,-3.2,11,-1.9,10,-5
Cc1cc2c(cc1C)CN(c1ccccc1)C2,-10,1.9,-10,1.0,5,-13,0.7,7,-0.7,4,11
Cc1cc(=O)[nH]c2c(N=Nc3ccc(O)cc3)c(N)nn12,-9,5.8,-8,.,4,.,.,-10,0.4,-2,-13
O=C(Nc1ccc2c(c1)OCCO2)c1cccc(S(=O)(=O)N2CCOCC2)c1,-2,3.7,24,1.1,2,-3,-2.5,2,-1.7,8,.
COc1ccc(Br)cc1CNc1ccc(N2CCOCC2)cc1,-9,1.6,4,-1.3,-4,106,-2.5,-7,0.1,0,-7
O=C(c1ccoc1)N1CCCC(CO)(CCCc2ccccc2)C1 (centres undefined),0,-0.5,4,2.0,-1,-4,-0.3,-1,0.5,-3,13
Cc1ccc(-n2c(SCC(=O)NCc3ccco3)nc3c([nH]c4ccccc43)c2=O)cc1,-6,2.5,-6,0.1,-12,8,-1.1,5,-2.6,15,-12
CC(=O)c1ccc(NC(=O)C2=CC(c3ccco3)=NS(=O)(=O)N2C)cc1,2,-0.7,3,1.5,-2,24,1.4,4,-1.3,7,36
O=C(CCCCCN1C(=O)c2cccc3cccc(c23)C1=O)NCCO,3,3.9,0,3.4,6,8,-0.3,3,-0.8,4,6
COc1ccc(OC)c(C(=O)CSc2nnc(Cc3cccs3)n2C)c1,-7,1.5,-2,-1.7,-9,.,1.4,3,-2.6,14,4
COc1ccc(Cc2nnc(NC(=O)Cn3cnc4c3c(=O)n(C)c(=O)n4C)s2)cc1OC,-11,0.7,.,0.8,-5,-14,1.8,0,.,.,-5
CC(C(=O)N1c2ccccc2CCc2ccccc21)n1nnc(-c2ccc(N(C)C)cc2)n1 (centres undefined),-11,-0.2,-7,-1.1,5,4,-2.6,-6,-2.9,17,-10
CC(=O)Nc1cccc(OCC(=O)Nc2cccc(S(=O)(=O)N3CCCC3)c2)c1,6,0.7,-2,.,8,.,.,6,-0.3,2,-3
Cc1ccc2c(C)c(C(=O)N3CCN(C4CCS(=O)(=O)C4)CC3)oc2c1C (centres undefined),-13,1.4,-8,1.5,2,-18,-1.9,4,-2.4,13,-2
Cn1c(C(=O)Nc2ccc3c(c2)OCCO3)cc2sccc21,-11,3.2,4,-2.3,1,2,-1.3,-9,-1.4,8,10
CCCNC(=S)N1CCN(c2nc(-c3ccc(C)cc3)cs2)CC1,10,2.6,-14,5.2,12,17,0.3,5,3.2,-16,-5
O=[N+]([O-])c1ccc(Cl)cc1NCC1CCCO1 (centres undefined),-3,1.5,2,1.1,5,18,0.2,-4,-0.6,2,-17
COC(=O)[C@@H]1[C@H](CCc2ccccc2)NC(=O)N(Cc2ccccc2)[C@@H]1C,-11,1.9,-10,-2.6,13,5,-3.5,-7,-1.2,7,-4
COC(=O)C1C(=O)C2=C(CC1C)NC(=O)CC2c1ccc(F)cc1 (centres undefined),-8,-0.5,-36,2.5,-9,3,-2.1,6,0.3,-1,.
Cc1ccc(C(=O)NNC(=O)C(C)Oc2ccc3ccccc3c2)o1 (centres undefined),-15,1.6,-2,0.8,4,18,-0.9,-1,-0.9,6,-35
O=C(CCC1CCCC1)NC1CCCCC1,-6,3.5,3,3.6,-16,89,-0.9,-10,0.1,0,9

# Entries of single compounds from above. Order of screens: PKA-R1A act, phage Ecoli inh, HTR5A inv ctr, AddAB inh, Tat transport, SUMO Mot1 rescue, Ecoli viability, PKA-R2B act, OPRM1-OPRD1 ag, OPRM1-OPRD1 inv, PfHsp90 set2
# COC(=O)[C@@H]1[C@H](CCc2ccccc2)NC(=O)N(Cc2ccccc2)[C@@H]1C in the list: -11, 1.9, -10, -2.6, 13, 5, -3.5, -7, -1.2, 7, -4
# Cc1ccc(C(=O)NNC(=O)C(C)Oc2ccc3ccccc3c2)o1 (centres undefined) in the list: -15, 1.6, -2, 0.8, 4, 18, -0.9, -1, -0.9, 6, -35
# COC(=O)C1C(=O)C2=C(CC1C)NC(=O)CC2c1ccc(F)cc1 (centres undefined) in the list: -8, -0.5, -36, 2.5, -9, 3, -2.1, 6, 0.3, -1, .
# CC(C(=O)N1c2ccccc2CCc2ccccc21)n1nnc(-c2ccc(N(C)C)cc2)n1 (centres undefined) in the list: -11, -0.2, -7, -1.1, 5, 4, -2.6, -6, -2.9, 17, -10
# O=C(CCC1CCCC1)NC1CCCCC1 in the list: -6, 3.5, 3, 3.6, -16, 89, -0.9, -10, 0.1, 0, 9

# Continuation.
SMILES,PKA-R1A act,phage Ecoli inh,HTR5A inv ctr,AddAB inh,Tat transport,SUMO Mot1 rescue,Ecoli viability,PKA-R2B act,OPRM1-OPRD1 ag,OPRM1-OPRD1 inv,PfHsp90 set2
O=C(Cn1nnc(-c2ccccc2)n1)N/N=C/c1cccc([N+](=O)[O-])c1,6,2.0,19,4.6,-5,-6,-2.8,-12,4.1,-22,-56
CCCN1CCC(=O)N(CCSc2ccc(NC(C)=O)cc2)CC1,-7,2.4,1,1.8,-3,-5,-0.2,-6,-0.1,1,22
COc1ccccc1CCNC(=O)C(=O)NCC1OCCCN1S(=O)(=O)c1cc(C)ccc1C (centres undefined),-2,0.3,22,-2.8,2,170,-0.8,-6,0.5,-2,-7
CCNC(=O)c1cc2ccccc2o1,-5,6.4,-24,2.0,1,162,1.5,-7,-3.4,17,-16
O=C(CCC(=O)c1ccc(Oc2ccccc2)cc1)Nc1ccc(Cl)cc1Cl,5,2.8,-13,0.1,5,6,-1.4,2,-1.1,6,12
COc1cccc(C(C(=O)Nc2ccc(F)cc2)N(C(=O)Cn2nnc3ccccc32)C2CC2)c1 (centres undefined),-5,1.4,4,4.8,-3,-6,2.9,-4,-0.1,0,5
COc1cccc(/C=N/NC(=O)C[n+]2ccccc2)c1O,-8,-1.5,-20,-1.7,-3,-7,-2.7,-16,-2.4,12,-28
CCCN1Cc2cccc(C(=O)Nc3ccc(C)cc3)c2C1=O,-5,1.9,7,-0.2,4,53,-2.2,-3,-0.6,4,.
COc1ccc(CC(=O)Nc2ccc(-c3cn4cccc(C)c4n3)cc2)cc1OC,2,2.0,-31,0.0,-4,9,0.3,-1,2.7,-15,-5
Oc1ccc2ccccc2c1CNc1ccc(Br)cn1,-7,0.5,-2,1.9,-3,20,-0.8,11,5.7,-27,2
CCOC(=O)CC1=C(C(=O)OCC)C(c2ccc(C)o2)C(C#N)=C(N)O1 (centres undefined),0,1.0,-11,2.4,4,-14,-1.9,-3,-0.3,1,-12
Cc1cccc(NC(=O)CN2C(=O)CCS(=O)(=O)c3ccccc32)c1C,-3,3.6,-3,-0.5,-4,7,-3.1,10,-1.1,6,-67
Clc1nc(CN2CCCCC2)nc2sc3c(c12)CCC3,0,1.4,-16,0.3,-1,42,-0.4,-12,-1.7,8,8
O=C(Nc1ccnn1C1CCN(C(=O)Cc2cccc(Cl)c2)CC1)C1CC1,-3,1.1,-13,0.9,-7,40,0.2,-11,-1.4,9,-6
CC1CN(C(=O)c2ccccc2NS(=O)(=O)c2cccc([N+](=O)[O-])c2)CC(C)O1 (centres undefined),5,3.1,6,0.0,2,-4,-0.9,-9,-0.6,4,-16
OCCC1CN(Cc2ccc(C(F)(F)F)cc2)CCN1Cc1ccccc1 (centres undefined),3,1.9,-15,0.5,1,.,0.1,-11,4.8,-24,4
O=C(N/C(=C/c1ccccc1)C(=O)N1CCCCC1)c1ccco1,-3,2.5,-5,1.3,-1,2,1.9,-11,-1.1,6,13
O=C(CCCn1c(=O)c2sccc2n(CC(=O)OCc2ccccc2)c1=O)NCc1ccco1,-7,0.9,-37,0.1,5,-19,0.2,-9,-3.7,19,-12
Cc1ccnc(NC(=O)CN2C(=O)NC(C)(c3ccc4ccccc4c3)C2=O)c1 (centres undefined),0,1.2,2,.,10,.,.,6,-1.6,10,-6
Cc1ccc(C)c(NC(=O)CCC(=O)N/N=C/c2ccc3c(c2)OCO3)c1,9,3.1,-3,-0.2,-5,-13,0.0,3,0.2,-1,24
CCn1ncc(NC(=S)NCCc2ccccc2)c1C(N)=O,-11,1.1,11,0.3,0,-9,2.5,-3,-1.2,6,-30
Cc1cc(C(=O)CSc2nnc(-c3ccc(F)cc3)o2)c(C)n1CC1CCCO1 (centres undefined),-9,1.8,-19,-1.4,-3,33,1.4,0,-1.3,7,11
CC(C)c1ccc(N(CC(=O)N2CCOCC2)S(C)(=O)=O)cc1,17,0.5,-6,-3.5,5,-9,-1.3,-3,-2.3,11,2

# Bioassay records as filed in PubChem.
